Screening results from PubChem.
FXIa inh: factor XIa (human) inhibition; P03951; purified FXIa, Boc-Glu-Ala-Arg-AMC fluorogenic substrate; inhibition, % at 5 µM; AID 798; 220,000 tested, 0.14% active;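 active = inhibition of at least 40%; inactive = inhibition below 40%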;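 also: fluorescence of freed AMC excited at 355 nm; 0% = enzyme without compound and 100% = no enzyme blank; many of its hits are not listed in these tables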
L929 necroptosis: L929 zVAD cell death inhibition | L929 zVAD necroptosis rescue, ATP luminescence, 24 h; with zVAD 60 µM | AID 1377 | 220,000 tested, 0.38% active | viability rescue, % at 10 µM;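 active = activation, scaled between plate controls, above about 75%, limit read from the data; inactive = activation under that limit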;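 also: 0% = zVAD with DMSO and 100% = DMSO alone without zVAD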
Rad51 HR inh: blocks human Rad51 in homologous recombination. hRad51 DNA strand exchange, fluorescence dequenching. Q06609. inhibition, % at 10 µM. 200,000 tested, 0.085% active;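 active = inhibition above 40% at the single screening dose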;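 also: 0% = DMSO control wells and 100% = blanks with heterologous ssDNA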
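material = hRad51 filaments on single-stranded DNA | timing = filaments 15 min 37 °C, then compound 30 min | signal = FRET fluorescence dequenching, excitation 485 nm, emission 520 nm | benchmarks = control wells and blank wells on each plate | evaluation = percent inhibition relative to plate controls and blanks | compound = 10 µM final, single point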
Cl transport mod: KCC2 (human) Cl- transport modulation; AID 1456; 190,000 tested, 2.2% active; KCC2 cells, thallium flux FluoZin-2 fluorescence; B-score of Tl+ flux slope (higher = more flux/activation; lower = inhibition) at 10 µM;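 active = thallium flux slope and its plate-corrected score both differing from the plate sample mean at a set confidence after two filtering rounds, in either direction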;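 also: slope of fluorescence scaled to starting intensity during 10 to 20 s after thallium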
Target sequence (Q9H2X9 whole entry, looked up): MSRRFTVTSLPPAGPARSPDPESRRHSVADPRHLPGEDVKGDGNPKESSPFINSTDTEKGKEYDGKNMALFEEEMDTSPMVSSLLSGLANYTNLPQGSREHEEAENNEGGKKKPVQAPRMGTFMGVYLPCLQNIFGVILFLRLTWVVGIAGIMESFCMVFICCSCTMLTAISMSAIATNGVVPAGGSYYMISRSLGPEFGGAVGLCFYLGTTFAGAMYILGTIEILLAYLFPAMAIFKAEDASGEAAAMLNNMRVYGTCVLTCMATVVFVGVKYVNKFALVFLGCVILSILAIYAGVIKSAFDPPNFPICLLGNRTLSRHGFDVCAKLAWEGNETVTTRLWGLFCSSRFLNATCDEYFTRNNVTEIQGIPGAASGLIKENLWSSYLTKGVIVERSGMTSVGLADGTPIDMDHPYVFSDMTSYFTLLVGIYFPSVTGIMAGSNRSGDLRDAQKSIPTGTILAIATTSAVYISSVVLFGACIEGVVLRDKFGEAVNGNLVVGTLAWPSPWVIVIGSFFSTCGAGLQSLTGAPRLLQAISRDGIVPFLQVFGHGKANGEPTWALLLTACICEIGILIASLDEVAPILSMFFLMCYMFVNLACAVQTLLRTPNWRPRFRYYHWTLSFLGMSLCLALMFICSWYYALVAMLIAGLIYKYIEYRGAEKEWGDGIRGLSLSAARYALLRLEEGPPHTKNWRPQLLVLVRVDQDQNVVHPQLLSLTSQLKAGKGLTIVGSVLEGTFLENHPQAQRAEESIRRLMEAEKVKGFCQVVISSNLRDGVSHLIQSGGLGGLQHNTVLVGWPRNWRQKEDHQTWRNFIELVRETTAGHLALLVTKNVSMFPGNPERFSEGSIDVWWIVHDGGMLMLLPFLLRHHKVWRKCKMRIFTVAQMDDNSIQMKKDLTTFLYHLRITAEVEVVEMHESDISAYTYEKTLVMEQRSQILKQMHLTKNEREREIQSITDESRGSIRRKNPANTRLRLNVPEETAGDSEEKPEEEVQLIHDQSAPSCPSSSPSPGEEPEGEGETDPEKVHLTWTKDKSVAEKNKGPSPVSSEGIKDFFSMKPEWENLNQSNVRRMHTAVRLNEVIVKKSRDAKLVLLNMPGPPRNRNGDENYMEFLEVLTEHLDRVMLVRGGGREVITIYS
FXIIa inh: inhibitors of human coagulation factor XIIa; 220,000 tested, 0.3% active; purified FXIIa, Boc-QGR-AMC fluorogenic substrate, 2 h; P00748; AID 800; inhibition, % at 5 µM; in the data active = inhibition above about 40%;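 also: 0% = enzyme with no compound and 100% = blank without enzyme; many of its hits are not listed in these tables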
TNF death inh: TNF-alpha cell death inhibition in Jurkat FADD-/- cells; activation (protection from cell death), % at 10 µM; Jurkat FADD-/- TNF necroptosis rescue, ATP luminescence, 24 h; 0 = TNF only, 100 = no-TNF cells; 220,000 tested, 0.068% active; AID 463075;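 active = activation, meaning protection from cell death, of at least 50% relative to plate controls; inactive = activation below 50%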;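 also: necroptosis triggered by 40 ng/mL TNF-alpha added together with compound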
Hck-Nef inh: inhibitors of human Hck kinase activated by Nef. inhibition, % at 20 µM. 220,000 tested, 0.68% active. AID 463187. Recombinant Hck-YEEI plus Nef, Z-Lyte FRET kinase assay;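 active = Hck-Nef kinase inhibition above about 50%, limit read from the data; inactive = inhibition below that limit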;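 also: 0% = DMSO with Hck plus Nef and 100% = Hck alone without Nef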
thrombin 1536: blocks human thrombin protease activity. P00734. alpha-thrombin, Boc-VPR-AMC fluorogenic substrate cleavage. inhibition, % at 5 µM. 220,000 tested, 0.26% active;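 active = inhibition at or above 40%; inactive = inhibition below 40%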;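 also: 0% = enzyme with no compound and 100% = wells without enzyme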
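Test system: human alpha-thrombin protein / Dosing: one concentration per compound, 5 µM, with 0.2% DMSO / Medium: pH 7.5 Tris-saline with Tween 20 / Benchmarks: no-compound enzyme wells and no-enzyme blanks / Read-out basis: percent inhibition of thrombin substrate cleavage / Timing: reaction at room temperature / Measured by: fluorescence, ex 355 nm, em 460 nm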
hK5 inh: blocks human kallikrein 5 protease activity. recombinant hK5, fluorogenic AMC substrate cleavage. inhibition, % at 5 µM. Q9Y337. 210,000 tested, 0.59% active;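 active = inhibition of 40% or more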;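 also: 0% = enzyme controls without compound and 100% = no-enzyme blanks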
An asterisk follows results filed as active; i = inactive; nt = no result given.

Values run as follows: FXIa inh, L929 necroptosis, Rad51 HR inh, Cl transport mod, FXIIa inh, TNF death inh, Hck-Nef inh, thrombin 1536, hK5 inh
1. C=CCn1c(SCc2ccc(C(=O)Nc3nccs3)cc2)nnc1-c1ccc(C)c(Cl)c1
 : 2, 103*, 0, 0.085, 3, 8.6, 2, -6, -7
2. CCC(=O)N1C(C(=O)NCc2ccc(OC)cc2)CSC1c1ccc(OC)cc1 (stereo not drawn)
 : 1, 0.3, 6, 0.053, 0, 1.4, 2, -3, -20
3. O=Cc1cn(CCC(=O)O)nc1-c1cccc(Cl)c1
 : -4, 0.1, 3, 0.41, 4, -0.6, -7, 0, -6
4. O=C(CN1C(=O)COc2ccccc21)NCCN1CCC(Cc2ccccc2)CC1
 : -5, -0.3, -1, 0.011, 5, -1.6, 2, -8, -4
5. COc1ccc(-c2[nH]ncc2CN2CCN(Cc3cccs3)CC2)cc1F
 : -2, -0.2, 6, -0.22, 6, 2.3, 18, -6, 0
6. O=C(COC(=O)/C=C/c1cccc(F)c1)Nc1ccccc1
 : -2, 2.0, 2, 2.3, nt, 0.7, -1, -3, -1
7. CC1(C)Cc2nc(-c3ccccc3)n3cnnc3c2CO1
 : -12, 1.3, 4, 0.0043, -12, 0.4, -4, -7, 5
8. CC1=C(C(=O)OC2CCCCC2)C(c2cccnc2)n2ncnc2N1 (stereo not drawn)
 : 12, nt, nt, 0.11, 16, 2.5, -32, -4, -9
9. O=C(NC(=S)N1CCCc2ccccc21)c1ccco1
 : -4, 1.4, 2, 3.3, 0, 0.3, -5, -12, -5
10. c1cc(-c2nnc3sc(C4CCCCC4)nn23)ccn1
 : -4, 11, -8, 0.69, 0, 3.2, -4, -4, -25

Values run as follows: FXIa inh, L929 necroptosis, Rad51 HR inh, Cl transport mod, FXIIa inh, TNF death inh, Hck-Nef inh, thrombin 1536, hK5 inh
11. CCOC(=O)NC(N(O)c1cccc(Cl)c1)C(Cl)(Cl)Cl (stereo not drawn)
 : 8, 0.8, 15, -0.81, 4, -5.3, 14, -2, -1
12. CC(=O)C1=C(O)C(=O)N(CCN2CCOCC2)C1c1ccc(N(C)C)cc1 (stereo not drawn)
 : nt, -0.2, nt, 0.0014, nt, -0.4, 0, nt, nt
13. O=C(N/C(=C/c1cccc([N+](=O)[O-])c1)C(=O)N1CCCCCC1)c1cccs1
 : 9, -0.1, 6, -0.11, 13, 0.7, -3, -5, -13
14. Oc1cc2c(cc1O)[C@@H](c1ccccc1)CNCC2
 : 5, -0.1, -7, -0.76, 11, 1.4, -5, -1, -6
15. Cc1ccc(C2CC(=O)C=C(O)C2)cc1 (stereo not drawn)
 : 6, 0.6, -4, 1.8, 13, 0.3, 1, -3, -10
16. O=C(O)CCCN1C(=O)/C(=C/c2cn(-c3ccccc3)nc2-c2cccs2)SC1=S
 : 8, -1.3, -216, i, 12, -0.9, -19, 2, 5
17. NS(=O)(=O)c1ccc(CCNC(=O)Nc2ccc(Cl)c(Cl)c2)cc1
 : 1, 1.0, 2, -3.8, 9, 1.9, 0, 1, -5
18. CCOc1cc(NS(=O)(=O)c2ccc(NC(C)=O)cc2)c(OCC)cc1NC(=O)c1cccs1
 : 7, 0.2, nt, -0.19, 11, 1.9, 3, 4, -1
19. CCOC(=O)c1ccc(C(=O)OCC)c(NC(=S)Nc2ccc([N+](=O)[O-])cc2OC)c1
 : 13, -0.6, -4, 10*, 8, 0.4, 4, -5, -24
20. CCCOc1ccc(/C=N/O)cc1
 : -8, 0.0, 15, -0.31, -7, -1.0, -1, 1, -10

Values run as follows: FXIa inh, L929 necroptosis, Rad51 HR inh, Cl transport mod, FXIIa inh, TNF death inh, Hck-Nef inh, thrombin 1536, hK5 inh
21. Cc1cc(Cc2cc(C)c(N)cc2C)c(C)cc1N
 : 2, -0.6, 12, 0.044, 8, -0.8, 22, nt, 1
22. CN(CC(=O)NCCc1ccc(F)cc1)Cc1cccs1
 : -9, -0.4, -6, -1.9, 5, 1.2, 19, -19, 0
23. COC(=O)c1sccc1NC(=O)c1sccc1C
 : 6, 0.0, 2, 0.67, 16, -0.8, 0, 3, -4
24. COc1ccc(-c2csc(Nc3cccnc3)n2)cc1
 : 4, 1.1, -1, nt, 15, -2.8, 1, -1, 9
25. COC(=O)c1ccc(/C=N/OCC(=O)NC2CCCC(C)C2C)cc1 (stereo not drawn)
 : 1, 70, -7, -0.67, -6, 0.1, -15, -18, 4
26. CC(=O)NC(c1cccs1)c1cc([N+](=O)[O-])c2cccnc2c1O (stereo not drawn)
 : 11, 0.9, -10, 0.042, 8, -6.2, 0, 10, -75
27. Cc1ccc(-c2nnc(SCc3ccccc3F)o2)cc1
 : 2, 0.0, 8, nt, 19, 0.7, 0, -1, 9
28. NS(=O)(=O)c1ccc(CCNC(=S)Nc2ccc(S(N)(=O)=O)cc2)cc1
 : 3, 1.6, -11, 2, 13, 0.7, 3, -2, -17
29. Cc1cccc(C(=O)O/N=C/c2c(Cl)n(C)c3ccccc23)c1
 : 4, 0.8, -1, -0.52, 14, -4.0, 1, -3, -19
30. COc1ccc(C(=O)NNC(=O)C(Cc2ccc(O)cc2)NC(=O)c2ccccc2NC(=O)c2ccc(OC)cc2)cc1 (stereo not drawn)
 : 8, 0.8, 2, -0.97, 19, 1.5, 22, -5, -15

Values run as follows: FXIa inh, L929 necroptosis, Rad51 HR inh, Cl transport mod, FXIIa inh, TNF death inh, Hck-Nef inh, thrombin 1536, hK5 inh
31. Cc1ccc(NCc2ccc(Cl)nc2)c(NCc2ccc(Cl)nc2)c1
 : -2, 4.6, -52, -0.23, 10, 0.0, 26, -10, -7
32. COc1cc(/C=C2\SC(c3ccc(C)cc3)=NC2=O)cc(OC)c1O
 : 3, -0.1, -131, nt, 0, -12, 2, -1, 4
33. COC(=O)C1CCN(C(=O)c2cc(=O)[nH]c3ccccc23)CC1
 : -1, 6.5, 7, 0.3, 8, 0.5, 27, -11, -5
34. Cc1ccc(NC2CCCCC2NS(=O)(=O)c2ccc(Cl)cc2)cc1 (stereo not drawn)
 : 6, 0.8, -11, 0.37, 6, 0.0, 3, 2, -20
35. Cc1cc(NC(=O)CCCN2C(=O)/C(=C\c3cccs3)SC2=S)no1
 : 5, 0.7, -5, -0.24, 5, 2.2, 0, 8, -4
36. Cc1cccc(N2CCN(C(=O)C(C)n3nc(C)n4c(cc5occc54)c3=O)CC2)c1C (stereo not drawn)
 : -5, -0.7, -4, -2.7, 0, -2.4, 1, -5, -2
37. Cc1cc(C(F)(F)F)n2nc(C)c(-c3ccc(Cl)cc3)c2n1
 : 5, 0.3, 10, 1, 14, -5.9, 2, -1, -10
38. Cn1c(=O)n(Cc2ccc(Cl)cc2)c2ccccc21
 : -1, 0.9, -6, nt, 10, 3.7, 2, 2, -1
39. O=S(=O)(NCc1cccnc1)c1ccc2c(c1)OCCO2
 : 6, -0.9, -3, -1.5, 11, 0.8, -6, -2, -10
40. CCCCCOc1ccccc1C(=O)NCC(=O)O
 : 4, 0.2, -2, nt, 19, 0.1, -3, 3, 2

Values run as follows: FXIa inh, L929 necroptosis, Rad51 HR inh, Cl transport mod, FXIIa inh, TNF death inh, Hck-Nef inh, thrombin 1536, hK5 inh
41. COc1ccc(NC(=O)c2csc(Cc3ccc(Cl)cc3)n2)cc1
 : 5, 0.6, -8, nt, 7, -1.0, 24, -2, 12
42. C/C(=C\C(=O)c1ccccc1)Nc1ccc(O)cc1
 : 4, 0.5, 2, nt, 18, -4.3, -2, 5, -15
43. O=C(NCc1ccco1)c1ccc(CS(=O)(=O)Cc2ccc(Cl)cc2)o1
 : -4, 1.3, -2, nt, 12, 0.5, 2, 1, 21
44. CC1CCC(NC(=O)c2ccc(NC(=O)c3ccc(=O)[nH]c3)cc2)CC1 (stereo not drawn)
 : 10, nt, nt, 0.37, 16, 1.3, -3, 2, -5
45. CC1CCN(S(=O)(=O)c2cccc(C(=O)Oc3ccc([N+](=O)[O-])cc3)c2)CC1
 : 20, -0.6, nt, -0.011, 22, 1.6, -1, 22, 24
46. COc1ccc(C2(C(=O)Nc3ccc(S(N)(=O)=O)cc3)CCCC2)cc1
 : 17, -1.3, -11, 1.6, 10, 2.0, 10, -10, 5
47. OCC1(Cc2cccc(Cl)c2)CCCN(Cc2ccc3cc(F)ccc3n2)C1 (stereo not drawn)
 : 4, -0.8, nt, -0.15, 13, 16, -10, -7, nt
48. Cc1oc(-c2cccs2)nc1CN1CCN(C2CCCC2)C(CCO)C1 (stereo not drawn)
 : 1, -0.8, 28, 0.38, 4, 1.4, 15, 4, -1
49. O=C(CC1C(=O)NCCN1Cc1cccc(Oc2ccccc2)c1)NCCc1ccncc1 (stereo not drawn)
 : -6, -0.1, -1, -0.33, 9, -0.4, 34, -8, -2
50. COc1ccc(N2CCN(C(=O)c3cc4c(-c5cccc(OC)c5)nn(C)c4s3)CC2)cc1
 : 5, -1.0, 3, -0.38, 7, 0.8, -8, -3, 13

Values run as follows: FXIa inh, L929 necroptosis, Rad51 HR inh, Cl transport mod, FXIIa inh, TNF death inh, Hck-Nef inh, thrombin 1536, hK5 inh
51. COc1cc2c(cc1OC)CN(CC(=O)Nc1ccc3c(c1)OCO3)CC2
 : 2, 0.6, 4, 0.047, 17, 0.3, 1, 0, 0
52. O=C1CS/C(=N/N=C/c2c[nH]c3ccccc23)N1
 : 1, 0.9, 12, -0.55, 9, -0.8, 8, -1, 3
53. O=C(c1nc2nc(-c3cccs3)cc(C(F)(F)F)n2n1)N1CCN(Cc2ccccc2)CC1
 : -1, -1.1, 4, -0.96, 2, -1.5, 12, -2, -20
54. CCN(CC)Cc1cc2ccccc2c2c1COC2
 : 1, -0.5, -40, 1.5, 10, 1.8, 6, 1, -7
55. CCNc1nc(Oc2ccc(=O)[nH]n2)nc(SC)n1
 : 1, 0.6, 5, 0.87, 14, -3.2, 4, -5, -3
56. Fc1ccc(N2CCN(c3ccc4c(C(F)(F)F)cc(C(F)(F)F)nc4n3)CC2)cc1
 : 4, 0.6, 2, -0.9, -3, -1.7, 0, 1, 5
57. COc1ccc(C2C(C(=O)N3CCOCC3)c3ccccc3C(=O)N2c2ccc(OC)cc2)cc1 (stereo not drawn)
 : 3, -0.3, -14, 0.092, 23, -0.4, 0, -4, -11
58. N#CC1(C#N)C(C(N)=O)C1c1ccccc1 (stereo not drawn)
 : 3, 0.7, 0, -0.037, 6, -0.2, 0, -9, -8
59. CCn1nnnc1NC(=O)c1cccc(OC)c1
 : -2, 1.8, -7, -0.41, 7, -1.1, 17, -6, -1
60. CCCN(CCC)CCNC(=O)C1c2ccccc2C(=O)N2CCc3ccccc3C12 (stereo not drawn)
 : -1, -1.1, 8, 0.081, 1, 0.5, 1, 0, -13
61. C/C(=N\S(=O)(=O)c1ccc(C)cc1)N1CCN(S(=O)(=O)c2ccccc2)C1
 : 6, 0.8, nt, -0.19, 18, -0.7, 3, 3, 9

The list is partial (hit frequency here may not be typical).
